HEK293 NFkB inh: inhibitors of PMA/ionomycin-induced NF-kB reporter, primary screen, antigen receptor NF-kB inhibitor project, cell-based, HEK-293 luciferase reporter, luminescence; actives 0.21% (n = 62,000); inhibition, % at 3 µM; AID 465, 2006; HEK-293 NF-kB luciferase reporter;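 active = inhibition above the mean of all tested compounds plus 3 SD, cut at about 40% in these data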;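 note: 0% = stimulated DMSO wells and 100% = 10 µM reference inhibitor 5653914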
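Material: HEK-293 cells with stable firefly luciferase reporter driven by four HIV NF-kB elements / Also added: PMA plus ionomycin mix as NF-kB-activating stimulus / Compound dosing: 3 µM once, 0.30% DMSO / Times: 1 h pretreatment, 16 h stimulation, 37 °C / Signal: luminescence / Evaluation: per-plate % inhibition versus controls / Benchmarks: DMSO and 10 µM reference inhibitor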
M1 antag: antagonists of rat M1 muscarinic receptor. B-score at 10 µM. Muscarinic acetylcholine receptor M1 (Rattus norvegicus), P08482. CHO-M1 cells, Fluo-4 calcium, ACh EC80 antagonist mode; stronger effect = lower value. actives 3.4% (n = 64,000);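 active = calcium fluorescence response, raw or row-and-column corrected B-score, differing from the plate sample mean either way at a set confidence level, mostly lower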
Target sequence (P08482 whole entry, looked up): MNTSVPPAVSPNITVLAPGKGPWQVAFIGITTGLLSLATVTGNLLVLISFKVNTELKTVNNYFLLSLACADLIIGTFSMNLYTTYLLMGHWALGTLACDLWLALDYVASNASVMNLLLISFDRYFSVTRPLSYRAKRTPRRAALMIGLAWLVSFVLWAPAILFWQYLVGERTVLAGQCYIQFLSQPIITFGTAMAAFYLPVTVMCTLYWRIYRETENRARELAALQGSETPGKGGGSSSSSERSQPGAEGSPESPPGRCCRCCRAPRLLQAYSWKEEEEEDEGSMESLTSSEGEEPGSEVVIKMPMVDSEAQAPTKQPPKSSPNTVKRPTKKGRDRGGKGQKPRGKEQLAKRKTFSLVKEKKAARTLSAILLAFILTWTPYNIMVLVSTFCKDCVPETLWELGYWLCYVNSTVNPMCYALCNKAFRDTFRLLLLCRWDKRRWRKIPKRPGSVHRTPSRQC
S1P1 ag pot: S1P1 agonists and agonism potentiators, primary screen, cell-based, primary and confirmation screens, CRE-bla reporter; Sphingosine 1-phosphate receptor 1 (Homo sapiens), P21453; S1P1 CRE-bla cells, forskolin, beta-lactamase FRET, potentiator mode; S1P1 agonist co-added at EC20, 2 nM; 100% = saturating reference agonist, 0% = basal; activation, % at 9.5 µM; actives 0.57% (n = 56,000); AID 449, 2006;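 active = activation above a cutoff set at the mean activation of all tested compounds plus 3 SD, cut at about 54% in these data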;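 note: forskolin at 4 µM as EC80 and the EC20 agonist is SEW2871; 100% = SEW2871 at its EC100 plus forskolin at EC80; some compounds past the cut are filed as inactive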
S1P3 agonist: human S1P3 receptor agonists, primary screen, cell-based, primary and confirmation, NFAT-BLA reporter; Sphingosine 1-phosphate receptor 3 (Homo sapiens), Q99500; actives 0.1% (n = 60,000); activation, % at 4.5 µM; S1P3 NFAT-BLA reporter cells, agonism, FRET ratio; relative to 1 µM S1P, basal subtracted;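 active = activation above the screen-wide mean plus 3 SD, cut at about 4.5% in these data, passing the limit was not always enough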; note: some compounds called inactive have numbers as strong as hits
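Material: Human S1P3 NFAT-BLA reporter CHO cells | Incubation: Overnight plating, 4 h compound 37 °C, 2 h substrate RT | Signal: FRET β-lactamase substrate fluorescence, excitation 405 nm, 460/535 nm emission ratio, background-subtracted | Compound: 4.5 µM final, single dose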
HTR1E agonist: 5-HT1E receptor agonists, primary screen, cell-based, HTS. activation, % at 6 µM. actives 0.69% (n = 65,000). 5-hydroxytryptamine receptor 1E (Homo sapiens), P28566. CHO 5-HT1E Ga15 NFAT-bla reporter, FRET; 0% DMSO wells, 100% control agonist wells;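 active = activation above a set limit, the screen-wide mean activation plus 3 SD, cut at about 8.5% in these data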;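 note: 100% = positive control agonist at 1 µM giving full maximal response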
Target sequence (P28566 whole entry, looked up): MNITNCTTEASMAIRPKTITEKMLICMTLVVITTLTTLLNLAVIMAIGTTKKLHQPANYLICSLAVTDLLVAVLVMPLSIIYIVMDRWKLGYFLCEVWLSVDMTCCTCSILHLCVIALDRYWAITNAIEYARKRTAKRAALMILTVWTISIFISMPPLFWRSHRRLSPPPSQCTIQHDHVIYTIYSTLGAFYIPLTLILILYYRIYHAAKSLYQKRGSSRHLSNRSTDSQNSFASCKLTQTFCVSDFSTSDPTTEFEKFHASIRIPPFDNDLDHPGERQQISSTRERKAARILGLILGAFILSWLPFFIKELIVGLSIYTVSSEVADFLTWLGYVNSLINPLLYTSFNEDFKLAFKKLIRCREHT
M1 ag: M1 muscarinic receptor agonists, primary screen, CHO-M1 cells, Fluo-4 calcium, agonist mode; B-score at 10 µM; Muscarinic acetylcholine receptor M1; actives 3% (n = 64,000); Fluo-4 calcium fluorescence; stronger effect = higher value; AID 626, 2007;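 active = fluorescence rise, raw or as B-score row- and column-corrected plate score, outside the 99.7% band of its plate's samples, either direction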
HTR1E antagonist: 5-HT1E receptor antagonists, primary screen, cell-based, HTS; 5-hydroxytryptamine receptor 1E (Homo sapiens), P28566; inhibition, % at 6 µM; CHO 5-HT1E Ga15 NFAT-bla reporter, FRET, antagonist; actives 0.99% (n = 65,000); AID 571, 2007;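 active = inhibition above a set limit, the mean inhibition across every tested compound plus 3 SD, cut at about 29% in these data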;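 note: signal is the 460 over 535 nm emission ratio of beta-lactamase substrate; 0% = agonist plus DMSO wells and 100% = wells without agonist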
Jurkat tox 60K: cytotoxicity toward Jurkat T cells, primary screen, cytotoxicity control, cell-based, Jurkat E6.1, 60K MLSMR library; actives 1.2% (n = 56,000); Jurkat E6.1 viability, ATP luminescence, 48 h; inhibition, % at 4 µM;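 active = inhibition above the mean inhibition of all tested compounds plus 3 SD, cut at about 28% in these data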
HER2 expr 66K: inhibitors of Her2 protein expression, primary screen, SKBR-3 cells, AlphaScreen, 66K library. SKBR-3 HER2 protein level, 18-24 h; stronger effect = lower value. Receptor tyrosine-protein kinase erbB-2 (Homo sapiens), P04626. HER2 level % of control, % at 10 µM. actives 0.69% (n = 65,000);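 active = HER2 level under 5% of the carrier-only control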;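 note: 100% = DMSO carrier and 0% = 500 nM PU-H71 HSP90 inhibitor; lower value means stronger loss of Her2 protein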
Active calls of the source: *; . = no result given.

SMILES	HEK293 NFkB inh	M1 antag	S1P1 ag pot	S1P3 agonist	HTR1E agonist	M1 ag	HTR1E antagonist	Jurkat tox 60K	HER2 expr 66K
COc1ccc(C2=NOC(C(=O)NCc3ccccc3)C2)cc1 (centres undefined)	23.3	-0.314	15.1	-0.2	0.1	0.156	38.6*	45.1*	102.2
CC1=C(C(=O)Nc2cccc(C)n2)C(c2ccc3c(c2)OCO3)C2=C(CC(c3ccco3)CC2=O)N1 (centres undefined)	4.9	0.755	-34.0	-0.4	2.4	-1.15	-4.8	-7.4	56.3
O=C(c1c[nH]c2ccc(S(=O)(=O)N3CCOCC3)cc2c1=O)N1CCN(c2ccccn2)CC1	24.0	0.049	.	.	-0.8	-0.266	-5.4	.	75.0
COc1ccc(NC(=O)CSc2nccc(C)n2)cc1	0.8	-0.252	-10.7	-0.6	-0.8	-0.886	2.6	4.2	136.5
O=C(NCc1ccccc1)N[C@@H](Cc1c[nH]c2ccccc12)C(=O)O	-2.6	0.179	-11.3	0.5	1.6	1.07	-3.4	-11.4	93.0
Cc1c(N(C(=O)Nc2ccccc2)C2=NCC(C)S2)c(=O)n(-c2ccccc2)n1C (centres undefined)	9.8	-4.4*	1.1	-0.6	-0.7	0.663	7.2	-0.4	110.4
COc1ccc(OC)c(NC(=O)CN2C(=O)c3ccccc3S2(=O)=O)c1	6.2	-0.735	-9.5	1.2	0.1	0.436	6.2	-5.3	101.2
CC(C)Cn1c(CN(C)Cc2ccccc2)nc2c1c(=O)n(C)c(=O)n2C	9.5	-1.02	16.2	-1.2	0.4	1.19	3.8	4.5	83.2
CCc1cc2ccc(OC)cc2nc1SCC(=O)Nc1cc(C)on1	9.1	-0.648	-8.3	0.3	0.3	0.00436	-2.6	-4.1	54.8
CC1C2CC(C(S(=O)(=O)N3CCOCC3)C2=O)C1(C)C (centres undefined)	2.9	-0.22	-2.2	-1.4	-1.0	0.0505	2.9	0.0	92.2
Cc1nnc(NC(=O)Oc2ccccc2)s1	21.9	0.464	27.4	-1.2	-0.1	-0.206	11.5	3.2	114.0
CCN(CC)CCNC(=O)CCc1n[nH]c(=O)c2ccccc12	3.9	-0.252	-11.9	0.6	-0.8	-0.251	-1.9	-2.2	80.6
Cc1ccc(SCc2nc(-c3cccnc3)no2)cc1	9.4	-1.44	-3.0	-0.2	-0.6	0.308	5.3	3.6	84.7
COc1cccc(N2CCN(c3ncnc4c3[nH]c3ccccc34)CC2C)c1 (centres undefined)	.	-3.44*	127.0	-4.1	-0.2	11.2*	91.4*	.	6.2
CCN(CCCNC(=O)COc1cc(=O)n(C)c2ccccc12)c1ccccc1	-7.7	-0.0541	-33.8	-0.3	0.1	2.15	0.6	4.2	104.0
Cc1ccc(NC(=O)CSCC(N)=O)cc1C	25.6	0.596	-40.0	-0.6	1.1	0	-11.5	-0.3	109.7
O=C1N[C@@H](Cc2cnc[nH]2)C(=O)N2CCC[C@@H]12	.	0.262	-17.1	-2.7	0.6	-0.237	-5.6	.	106.3
CCOc1cc(C)c(C(C)C)cc1S(=O)(=O)NCc1ccccn1	5.8	0.462	-0.1	-1.6	0.1	-0.625	-6.2	-3.7	75.5
COc1ccc(-n2c(Cc3cccn3C)nnc2SCC(=O)Nc2cccc(F)c2)cc1	-0.7	-0.116	15.6	-0.6	0.6	0.665	-10.5	-2.7	97.5
COCCCNC(=O)CS(=O)(=O)Cc1nc(-c2cccc(OC)c2)oc1C	6.4	-0.189	-2.9	-0.7	-0.4	1.3	5.1	-0.2	102.2
CC(=O)Nc1cccc(OCC(=O)Nc2ccc(F)cc2)c1	-5.0	.	.	-1.8	-0.6	0.131	9.8	-2.0	108.0
CCCc1cc(=O)n2[nH]c(C)nc2n1	2.7	-0.634	-6.3	-0.1	0.0	0.688	4.2	-1.0	114.1
CC(C)n1c(=O)[nH]c2ccccc21	7.3	-1.25	.	.	-2.0	-0.476	12.1	.	240.4
COc1ccc(S(=O)(=O)c2c(N)n(Cc3ccco3)c3nc4ccccc4nc23)cc1	20.1	0.604	-30.8	-0.2	1.5	-1.87	4.8	8.7	30.4

Only S1P1 ag pot, M1 antag and HEK293 NFkB inh, for some of the entries so far:
SMILES	S1P1 ag pot	M1 antag	HEK293 NFkB inh
O=C1N[C@@H](Cc2cnc[nH]2)C(=O)N2CCC[C@@H]12	-17.1	0.262	.
Cc1ccc(SCc2nc(-c3cccnc3)no2)cc1	-3.0	-1.44	9.4

New compounds follow:
SMILES	HEK293 NFkB inh	M1 antag	S1P1 ag pot	S1P3 agonist	HTR1E agonist	M1 ag	HTR1E antagonist	Jurkat tox 60K	HER2 expr 66K
COC(=O)CSc1cc(C(=O)c2nccn2C)c2ccccc2n1	7.3	-0.485	11.0	2.0	-0.1	1.02	-0.6	-10.6	87.3
CCC(=O)N1CCCc2cc(S(=O)(=O)N3CCN(c4ccccc4F)CC3)ccc21	11.6	-1.1	45.3	-1.5	0.9	-0.197	-16.0	30.6	90.6
CCCc1c(C)c2cccc(C)c2[nH]c1=O	11.2	-0.146	-37.2	0.0	-0.1	0.849	2.1	-0.3	109.9
Nc1ccc(CN2CCN(c3ccc4ccccc4n3)CC2)cc1	2.0	-0.264	17.0	-0.4	13.6*	-0.0698	1.4	-3.1	71.0
O=P(O)(O)C(O)C(F)(F)C(F)(F)C(F)(F)C(F)F (centres undefined)	12.7	-0.222	-9.9	0.1	-0.6	-0.0486	-1.0	-10.8	125.2
COc1cc(OC)cc(C(=O)NCC(=O)N2CCCCC2)c1	6.1	-0.00376	-14.5	-0.1	0.1	0.0719	-2.7	-0.1	95.0
CC(NC(=O)CSc1nc2ccccc2c(=O)n1CCCO)c1ccccc1 (centres undefined)	2.2	-0.00779	-30.5	-0.3	0.1	0.298	-5.2	-9.9	134.3
CCn1c(=O)cc(OCC(=O)Nc2nc(C)cs2)c2ccccc21	12.3	0.479	-26.9	-0.1	-1.1	0.595	19.0	-9.2	88.2
C/C(NC(=O)c1cccs1)=C1\C(=O)C[C@@H]2[C@H]1C2(C)C	.	0.131	9.6	-3.1	0.0	-1.16	3.5	.	51.6
O=C(CSc1nnc(COc2ccccc2)n1-c1ccccc1)c1cccs1	13.4	0.416	23.4	-0.7	-0.5	-0.0188	4.3	1.6	102.5
CC(=O)Nc1ccc2nc(SCC(=O)O)sc2c1	20.0	0.33	13.2	-0.6	0.1	-0.245	-1.9	-6.1	58.0
CCn1c(-c2ccc(C(C)(C)C)cc2)n[nH]c1=S	0.8	-1.35	31.7	-1.3	-0.5	-0.588	5.0	23.9	266.7
COc1ccc(N2C(=O)CC(c3ccc(OC(C)C)cc3)C2=O)cc1 (centres undefined)	10.6	-0.0439	-11.5	-0.6	1.0	-0.501	8.9	4.4	126.3
Cc1nc2sc(C(c3cccc(F)c3)N3CCCC(C)C3)c(O)n2n1 (centres undefined)	21.5	0.00357	2.0	0.0	0.6	0.102	-6.0	-1.3	61.1
COc1ccccc1CNC(=O)C1CCCN(S(C)(=O)=O)C1 (centres undefined)	6.6	0	.	.	0.5	0.115	-2.7	.	101.5
CCOC(=O)N1CCN(S(=O)(=O)c2ccc3c(c2)CCN3C(=O)C2CCC2)CC1	3.9	0.7	-17.1	0.2	-0.5	0.43	-12.8	-6.1	108.0
CCCCCCn1c(CN2CCCC(C)C2)nc2c1c(=O)n(C)c(=O)n2C (centres undefined)	2.9	-0.713	15.1	-0.7	-1.3	-0.0331	-0.4	-4.5	74.9
CCOC(=O)c1c(C)[nH]c(C(=O)COC(=O)c2ccccc2NC(=O)c2ccco2)c1C	9.7	0.324	-37.6	0.3	-0.6	0.0202	0.6	-3.1	19.1
Cc1ccccc1Nc1nc(N)nc(CSc2nnc3sc4ccccc4n23)n1	18.5	-0.011	-22.5	0.0	0.2	1.88	-2.5	1.9	75.5
CC(=O)c1ccc(NC(=O)CSc2nnc(Cc3cccn3C)n2-c2ccc(F)cc2)cc1	17.1	-0.566	8.8	-0.3	-0.8	-0.249	3.9	-0.5	101.4
Cc1ccc(S(=O)(=O)N2CCCN(S(=O)(=O)c3ccc(C(F)(F)F)cc3)CC2)cc1	9.3	0.0558	8.0	-2.2	-0.2	0.238	6.7	3.8	74.3
O=C(COc1ncnc2ccccc12)N1CCN(S(=O)(=O)c2ccccc2)CC1	4.7	-1.7	-9.8	-0.3	-0.4	-1.78	3.2	2.6	109.2
CCOC(=O)Cc1csc(SCC(=O)/C(C#N)=C(\C)N)n1	0.7	-0.375	11.8	-0.9	-0.7	-0.705	0.4	-1.0	123.9
COc1ccc(C(=O)c2ccc(N3CCN(C4CC(=O)NC4=O)CC3)cc2)cc1F (centres undefined)	11.8	-0.512	.	-1.0	0.4	0.613	17.9	0.9	103.3
CCCCC(=O)Nc1cc(NC(=O)CCCC)cc(C(=O)O)c1	1.9	-0.291	.	-0.9	0.5	0.684	13.4	3.7	63.7
Cc1cnc(NC(=O)CCCSc2nc3ccccc3s2)s1	17.0	0.0668	9.2	-1.6	0.2	-0.0491	-7.0	-2.3	99.0
Cn1c(Cn2c(=O)sc3ccccc32)nnc1SCC(=O)NC1CCCC1	6.2	-0.232	-0.5	0.2	0.2	1.97	-12.9	1.2	107.8
O=C(NCc1ccco1)c1cnccn1	-2.3	0.408	-21.2	-0.9	-0.4	0.0765	6.1	-0.3	110.0
Cc1ccn2cc(C(=O)NC3CCN(Cc4ccccc4)CC3)nc2c1	6.4	-0.0274	16.8	-0.2	-0.4	1.13	10.1	9.6	143.1
CCNc1nc(NCC)nc(OCCNS(=O)(=O)c2cc(C)ccc2C)n1	10.2	-1.71	.	.	-1.0	-1.36	13.4	.	67.8
COc1ccccc1NC(=O)CSc1nc2sc(C)c(C)c2c(=O)n1Cc1ccco1	19.4	0.586	.	.	-1.6	-1.75	5.8	.	98.8
COC(=O)CCC(=O)Nc1sc2c(c1C#N)CCCC2	12.7	-0.0766	6.5	-1.3	-0.1	0.0476	-1.0	-0.1	77.4
CCSc1nc(C)cc(Oc2ccc(=O)n(C)n2)n1	11.7	-0.044	-1.0	0.0	0.4	-1.38	2.5	-2.0	112.0
CC(C)CCn1c(=O)c2ccccc2n2c(CN3C(=O)NC4(CCC(C)CC4)C3=O)nnc12 (centres undefined)	16.6	-0.0889	4.1	-1.2	0.0	1.57	-6.6	-0.9	95.8

Screening results (PubChem BioAssay)
